Hep lipid drop – inhibitors of hepatocyte lipid droplet formation, primary screen, imaging, high-throughput imaging, BODIPY stain; inhibition, % at 6.5 µM; 0.4% of 240,000 active; AML12 mouse hepatocytes, oleate lipid droplets; AID 1656, 2009;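 active = lipid droplet intensity inhibited by at least 50%, with more than 500 cells counted; inconclusive = wells with under 300 cells, treated as cytotoxic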
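Test system: AML12 mouse liver cells; schedule: overnight exposure; technique: high-content imaging of BODIPY-stained droplets and DAPI nuclei; read-out: % inhibition of corrected integrated BODIPY droplet signal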
T cell HTS – modulators of CD8 T cell-vesicle binding, primary screen, mouse 2C CD8+ T cells, flow cytometry; 2C CD8+ T cell-vesicle binding; hits give low values; calls only at 7 µM; 0.068% of 330,000 active;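 active = response, share of CD8 T cells binding vesicles, and their 90th percentile fluorescence all below set limits, cut at about 80% in these data, passing the limit was not always enough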
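Test system: purified 2C TCR transgenic mouse naive CD8+ T cells. Probe or stimulus: QL9-peptide-loaded Drosophila micro-vesicles bearing Ld, ICAM-1 and B7-1. Incubation: binding step 1.5 h, 37 °C, antibody labelling 20 min, ice. Measured by: flow cytometry of vesicle-bound cells.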
PhoP inhibition – inhibitors of PhoP regulon expression, primary screen, Salmonella Typhimurium, GFP reporter (AID 1863); S. Typhimurium PhoP-regulated promoter GFP reporter, 4 h; higher % means a stronger effect; inhibition, % at 50 µM, or IC50 in µM where a hit was titrated; 0.16% of 300,000 active;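 active = inhibition over 29.93%, a cutoff 3 SD above the screen mean, later confirmed by dose response; inconclusive = inhibition over 29.93% but no dose response follow-up; inactive = inhibition at most 29.93% or unconfirmed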;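 also: 0% = low Mg2+ inducing control and 100% = high Mg2+ repressing control; strong numbers were not always called active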
Hep lipid drop cells 6.5 µM – also measured in Hep lipid drop; calls as there; cell count; measured here: cell count, cytotoxicity flag;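 cells counted across two imaged fields per well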
T cell HTS vesicle-bound % – also measured in T cell HTS; calls as there; double positive events, %; measured here: CD8+ vesicle-bound cell fraction;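 binding gate set so that unloaded-vesicle control wells show 10% double positive cells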
The depositor's hits bear a star. An excerpt (hit frequency here may not be typical).

`COc1ccc(-n2ncc3c(=O)n(CC(C)=O)cnc32)cc1` gave Hep lipid drop -2, T cell HTS inactive, PhoP inhibition -2%, Hep lipid drop cells 6.5 µM 767 and T cell HTS vesicle-bound % 51.
Screening CC(C)CN1CCN(Cc2cc3ccccc3[nH]2)CC1CCO (stereo not drawn) returned Hep lipid drop -1, T cell HTS inactive, PhoP inhibition 7%, Hep lipid drop cells 6.5 µM 788 and T cell HTS vesicle-bound % 59.
Screening CS(=O)(=O)C1=NSC2=NC(=O)/C(=C\c3ccc(OC(=O)c4ccco4)c(Br)c3)C(=N)N21 returned Hep lipid drop 1, T cell HTS inactive, PhoP inhibition -11%, Hep lipid drop cells 6.5 µM 770 and T cell HTS vesicle-bound % 8.
Screening COc1cc(CN2CCc3ccccc3C2)cc([N+](=O)[O-])c1O returned Hep lipid drop 2, T cell HTS inactive, PhoP inhibition 4%, Hep lipid drop cells 6.5 µM 861 and T cell HTS vesicle-bound % 65.
Screening CC(=O)N1CCCc2cc(S(=O)(=O)N3CCCC(C(=O)N4CCN(c5cccc(Cl)c5)CC4)C3)ccc21 (stereo not drawn) returned Hep lipid drop -29, T cell HTS inactive, PhoP inhibition 4%, Hep lipid drop cells 6.5 µM 699 and T cell HTS vesicle-bound % 11.
Screening CCOc1ccc(NC(=O)NCCN2CCN(c3ccccc3F)CC2)cc1 returned Hep lipid drop -3, T cell HTS inactive, PhoP inhibition 1%, Hep lipid drop cells 6.5 µM 399 and T cell HTS vesicle-bound % 27.
For CCOC(=O)CC1C(=O)NCCN1S(=O)(=O)c1cccc(C(F)(F)F)c1 (stereo not drawn) the results were Hep lipid drop -2, T cell HTS inactive, PhoP inhibition -6%, Hep lipid drop cells 6.5 µM 684 and T cell HTS vesicle-bound % 65.
Screening COc1ccc(CCNC(=O)c2ccc(CS(=O)Cc3ccc(Cl)cc3)o2)cc1OC (stereo not drawn) returned Hep lipid drop -27, T cell HTS inactive, PhoP inhibition -13%, Hep lipid drop cells 6.5 µM 664 and T cell HTS vesicle-bound % 10.
`CN(Cc1nccs1)C(=O)c1cc(COc2cccc3cnccc23)on1` gave Hep lipid drop -38, T cell HTS inactive, PhoP inhibition 4%, Hep lipid drop cells 6.5 µM 648 and T cell HTS vesicle-bound % 18.
Screening CC(=O)N1CCCc2cc(S(=O)(=O)N3CCCC(C(=O)Nc4ccc(C)cc4C)C3)ccc21 (stereo not drawn) returned Hep lipid drop -2, T cell HTS inactive, PhoP inhibition -9%, Hep lipid drop cells 6.5 µM 696 and T cell HTS vesicle-bound % 35.
For O=S(=O)(NC1CCCCC1N1CCC(O)CC1)c1ccc(Cl)cc1 (stereo not drawn) the results were Hep lipid drop 4, T cell HTS inactive, PhoP inhibition 0%, Hep lipid drop cells 6.5 µM 809 and T cell HTS vesicle-bound % 28.
For COc1ccc(OC)c(/C=C/c2ccc3cccc(O)c3n2)c1 the results were Hep lipid drop inconclusive, T cell HTS inactive, PhoP inhibition 13% and T cell HTS vesicle-bound % 54.
`CC(=O)c1ccc(COC(=O)c2cc3ccccc3oc2=O)cc1` gave Hep lipid drop 8, T cell HTS inactive, PhoP inhibition -5%, Hep lipid drop cells 6.5 µM 804 and T cell HTS vesicle-bound % 58.
For Cc1ccccc1C(=O)Nc1ccnn1C1CCN(CC2CC=CCC2)CC1 (stereo not drawn) the results were Hep lipid drop -10, T cell HTS inactive, PhoP inhibition 0%, Hep lipid drop cells 6.5 µM 706 and T cell HTS vesicle-bound % 50.
`O=[N+]([O-])c1cccc(/C=C/c2ccc3cccc(O)c3n2)c1` gave Hep lipid drop -2, T cell HTS inactive, PhoP inhibition 17%, Hep lipid drop cells 6.5 µM 398 and T cell HTS vesicle-bound % 47.
Screening Cn1c(-c2ccccc2)cnc1NCc1ccc(-c2ccccc2)cc1 returned Hep lipid drop -8, T cell HTS inactive, PhoP inhibition -5%, Hep lipid drop cells 6.5 µM 773 and T cell HTS vesicle-bound % 58.
Screening C#CCSc1nnc(CNS(=O)(=O)c2ccc(Br)cc2)n1C returned Hep lipid drop 0, T cell HTS inactive, PhoP inhibition -3%, Hep lipid drop cells 6.5 µM 814 and T cell HTS vesicle-bound % 13.
For Cc1ccc2oc(=O)n(Cc3ccccc3)c2c1 the results were Hep lipid drop -6, T cell HTS inactive, PhoP inhibition 8%, Hep lipid drop cells 6.5 µM 841 and T cell HTS vesicle-bound % 52.
For COCCNc1nnc(SC(C)C(=O)Nc2c(C)n(C)n(-c3ccccc3)c2=O)s1 (stereo not drawn) the results were Hep lipid drop 4, T cell HTS inactive, PhoP inhibition 9%, Hep lipid drop cells 6.5 µM 671 and T cell HTS vesicle-bound % 33.
`Cc1ccc(O)c(Nc2nc(-c3ccccc3)nc3ccccc23)c1` gave Hep lipid drop -1, T cell HTS inactive, PhoP inhibition 10%, Hep lipid drop cells 6.5 µM 766 and T cell HTS vesicle-bound % 52.
`Cc1cccc(C)c1OCc1cc(C(=O)NCc2cn(C)nc2C)no1` gave Hep lipid drop 32, T cell HTS inactive, PhoP inhibition 4%, Hep lipid drop cells 6.5 µM 854 and T cell HTS vesicle-bound % 58.
CN(C(=O)C1CCCN(c2ncnc3c2nc2n3CCCCC2)C1)c1cccc(Cl)c1 (stereo not drawn) was read as Hep lipid drop -36, T cell HTS inactive, PhoP inhibition 5%, Hep lipid drop cells 6.5 µM 668 and T cell HTS vesicle-bound % 37.
Screening COc1ccc(-n2c(SCC(=O)N3CCOCC3)nc(O)cc2=O)cc1 returned Hep lipid drop 6, T cell HTS inactive, PhoP inhibition -5%, Hep lipid drop cells 6.5 µM 747 and T cell HTS vesicle-bound % 63.
`CCOC(=O)C(CC(=O)O)=C(c1ccccc1)c1ccccc1` gave Hep lipid drop -5, T cell HTS inactive, PhoP inhibition 4%, Hep lipid drop cells 6.5 µM 792 and T cell HTS vesicle-bound % 51.
`COc1ccc(CN2CCNC(=O)C2CC(=O)NCCc2nc(C)c3c(n2)CCC3)cc1C` (stereo not drawn) gave Hep lipid drop -7, T cell HTS inactive, PhoP inhibition -3%, Hep lipid drop cells 6.5 µM 710 and T cell HTS vesicle-bound % 29.
`Cc1ccccc1NC(=S)NC(=O)COc1ccccc1C` gave Hep lipid drop -31, T cell HTS inactive, PhoP inhibition 0%, Hep lipid drop cells 6.5 µM 721 and T cell HTS vesicle-bound % 38.
Screening O=C(CCC(=O)N(CC(=O)NC1CCCC1)Cc1ccccc1)Nc1nccs1 returned Hep lipid drop 4, T cell HTS inactive, PhoP inhibition 4%, Hep lipid drop cells 6.5 µM 845 and T cell HTS vesicle-bound % 17.
For CSc1ccc(/C=C/C(=O)c2c(O)cc(C)oc2=O)cc1 the results were Hep lipid drop 0, T cell HTS inactive, PhoP inhibition -11%, Hep lipid drop cells 6.5 µM 764 and T cell HTS vesicle-bound % 58.
Screening Cc1ccc(C)c(NC(=O)CN2C(=O)CC(C)S(=O)(=O)c3ccccc32)c1 (stereo not drawn) returned Hep lipid drop -2, T cell HTS inactive, PhoP inhibition -12%, Hep lipid drop cells 6.5 µM 716 and T cell HTS vesicle-bound % 18.
`Cc1ccc(NC(=O)CCNS(=O)(=O)c2ccc(Br)s2)cc1` gave Hep lipid drop -9, T cell HTS inactive, PhoP inhibition -12%, Hep lipid drop cells 6.5 µM 793 and T cell HTS vesicle-bound % 43.
Screening O=C(OCN1C(=O)c2ccccc2C1=O)c1cccc(OC(F)F)c1 returned Hep lipid drop -15, T cell HTS inactive, PhoP inhibition 5%, Hep lipid drop cells 6.5 µM 745 and T cell HTS vesicle-bound % 43.
Screening COc1ccc2ccccc2c1CN(C)Cc1ccccc1 returned Hep lipid drop -7, T cell HTS inactive, PhoP inhibition 0%, Hep lipid drop cells 6.5 µM 745 and T cell HTS vesicle-bound % 24.
For COc1cccc(CNC(=O)N2CCN(S(=O)(=O)c3ccc(Cl)cc3)CC2)c1 the results were Hep lipid drop 1, T cell HTS inactive, PhoP inhibition 1%, Hep lipid drop cells 6.5 µM 811 and T cell HTS vesicle-bound % 17.
Screening COc1ccc(-n2ncc3c2CC(C)(C)CC3NC(=O)CCC2=NNC(=O)CC2)cc1 (stereo not drawn) returned Hep lipid drop 5, T cell HTS inactive, PhoP inhibition 7%, Hep lipid drop cells 6.5 µM 666 and T cell HTS vesicle-bound % 23.
Screening COC(=O)c1sc2ncn(CC(=O)N(C)C3CCCCC3)c(=O)c2c1C returned Hep lipid drop -20, T cell HTS inactive, PhoP inhibition 3%, Hep lipid drop cells 6.5 µM 763 and T cell HTS vesicle-bound % 18.
COc1ccc(S(=O)(=O)N2CCN(C/C=C/c3ccccc3)CC2)cc1F was read as Hep lipid drop 11, T cell HTS inactive, PhoP inhibition -7%, Hep lipid drop cells 6.5 µM 850 and T cell HTS vesicle-bound % 44.
For CCn1nc(NS(=O)(=O)c2ccc(F)cc2)c2cc3cccc(C)c3nc21 the results were Hep lipid drop -7, T cell HTS inactive, PhoP inhibition -8%, Hep lipid drop cells 6.5 µM 662 and T cell HTS vesicle-bound % 48.
For Cn1cncc1COC(=O)c1ccc(Cl)cc1 the results were Hep lipid drop 18, T cell HTS inactive, PhoP inhibition 20%, Hep lipid drop cells 6.5 µM 790 and T cell HTS vesicle-bound % 50.
`COc1ccc(C(=O)c2sc(Nc3ccccc3)nc2C)cc1` gave Hep lipid drop -31, T cell HTS inactive, PhoP inhibition 7%, Hep lipid drop cells 6.5 µM 659 and T cell HTS vesicle-bound % 56.
Screening Cc1cc(C)c(OCCCCCn2ccnc2)c(C)c1 returned Hep lipid drop -7, T cell HTS inactive, PhoP inhibition 7%, Hep lipid drop cells 6.5 µM 801 and T cell HTS vesicle-bound % 30.

8 successive compounds from above, for reference:
`COc1ccc(-n2ncc3c(=O)n(CC(C)=O)cnc32)cc1` gave Hep lipid drop -2, T cell HTS inactive, PhoP inhibition -2%, Hep lipid drop cells 6.5 µM 767 and T cell HTS vesicle-bound % 51.
Screening CC(C)CN1CCN(Cc2cc3ccccc3[nH]2)CC1CCO (stereo not drawn) returned Hep lipid drop -1, T cell HTS inactive, PhoP inhibition 7%, Hep lipid drop cells 6.5 µM 788 and T cell HTS vesicle-bound % 59.
Screening CS(=O)(=O)C1=NSC2=NC(=O)/C(=C\c3ccc(OC(=O)c4ccco4)c(Br)c3)C(=N)N21 returned Hep lipid drop 1, T cell HTS inactive, PhoP inhibition -11%, Hep lipid drop cells 6.5 µM 770 and T cell HTS vesicle-bound % 8.
Screening COc1cc(CN2CCc3ccccc3C2)cc([N+](=O)[O-])c1O returned Hep lipid drop 2, T cell HTS inactive, PhoP inhibition 4%, Hep lipid drop cells 6.5 µM 861 and T cell HTS vesicle-bound % 65.
Screening CC(=O)N1CCCc2cc(S(=O)(=O)N3CCCC(C(=O)N4CCN(c5cccc(Cl)c5)CC4)C3)ccc21 (stereo not drawn) returned Hep lipid drop -29, T cell HTS inactive, PhoP inhibition 4%, Hep lipid drop cells 6.5 µM 699 and T cell HTS vesicle-bound % 11.
Screening CCOc1ccc(NC(=O)NCCN2CCN(c3ccccc3F)CC2)cc1 returned Hep lipid drop -3, T cell HTS inactive, PhoP inhibition 1%, Hep lipid drop cells 6.5 µM 399 and T cell HTS vesicle-bound % 27.
For CCOC(=O)CC1C(=O)NCCN1S(=O)(=O)c1cccc(C(F)(F)F)c1 (stereo not drawn) the results were Hep lipid drop -2, T cell HTS inactive, PhoP inhibition -6%, Hep lipid drop cells 6.5 µM 684 and T cell HTS vesicle-bound % 65.
Screening COc1ccc(CCNC(=O)c2ccc(CS(=O)Cc3ccc(Cl)cc3)o2)cc1OC (stereo not drawn) returned Hep lipid drop -27, T cell HTS inactive, PhoP inhibition -13%, Hep lipid drop cells 6.5 µM 664 and T cell HTS vesicle-bound % 10.

(listing goes on)
For COc1ccc(NC(=O)CCS(=O)(=O)c2ccc3c(c2)oc(=O)n3C)cc1 the results were Hep lipid drop 12, T cell HTS inactive, PhoP inhibition -8%, Hep lipid drop cells 6.5 µM 728 and T cell HTS vesicle-bound % 18.
Cc1cc(S(=O)(=O)N2CCOCC2)ccc1OCC(=O)NCc1ccccn1 was read as Hep lipid drop -6, T cell HTS inactive, PhoP inhibition -4%, Hep lipid drop cells 6.5 µM 791 and T cell HTS vesicle-bound % 19.
For COc1ccccc1CNC(=O)C1CCN(S(=O)(=O)c2ccc3c(c2)NC(=O)CO3)CC1 the results were Hep lipid drop 1, T cell HTS inactive, PhoP inhibition -13%, Hep lipid drop cells 6.5 µM 709 and T cell HTS vesicle-bound % 41.
`CCOc1ccc(CN(C)C(=O)c2ccc(NC(=O)CC3SC(N4CCCC4)=NC3=O)cc2)cc1` (stereo not drawn) gave Hep lipid drop 1, T cell HTS inactive, PhoP inhibition 3%, Hep lipid drop cells 6.5 µM 789 and T cell HTS vesicle-bound % 48.

Screening results (PubChem)
